Screens: PubChem, National Center for Advancing Translational Sciences (NCATS)
UDG counter: Primary qHTS assay for inhibitors of Activation Induced Cytidine Deaminase (AID): UDG Counterscreen signal; 91,000 tested, 0.14% active; Potency, µM (top dose mostly 115 µM), inactives show at the top dose activity change, negative = inhibition, usual class: inhibitors; FRET deamination/UDG coupled assay, UDG read, 4 h; Uracil-DNA glycosylase; further: nearly all actives have a fitted effect of over 65% in size
AID inh: Primary qHTS assay for inhibitors of Activation Induced Cytidine Deaminase (AID): AID signal | Potency, µM (series often up to 115 µM), for the others: at the top dose activity change, negative = inhibition, most hits filed as inhibitors | Single-stranded DNA cytosine deaminase (Homo sapiens), Q9GZX7 | AID deamination FRET fluorescence, UDG-coupled, 4 h | 91,000 tested, 0.32% active; further: nearly all actives have a fitted effect of over 25% in size
Target sequence (Q9GZX7 whole entry, looked up): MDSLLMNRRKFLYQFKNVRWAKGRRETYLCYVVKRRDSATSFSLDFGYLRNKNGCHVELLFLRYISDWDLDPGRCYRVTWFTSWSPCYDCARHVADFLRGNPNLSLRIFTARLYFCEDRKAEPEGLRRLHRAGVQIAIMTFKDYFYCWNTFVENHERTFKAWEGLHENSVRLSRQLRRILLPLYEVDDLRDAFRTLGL
Starred values were filed as active, the others as inactive; ? = inconclusive; & = joins results of further samples; [ ] = another dose, or the depositor's remark. The call rests on the fitted dose curve; in most records, active means well fitted curve in the direction sought with a large enough effect; inconclusive means small, poorly fitted or top-dose-only effect, or another doubt; inactive means no such curve, though single readings can be large; an effect the other way counts as inactive or inconclusive. On the % scale 0 is the no-effect control and ±100 the full control effect; potency means the concentration at half of the fitted maximal effect. The list is partial; count on the stated rates, not on these rows.

Start of the data: the first 3 records, to show the layout:
SMILES	UDG counter	AID inh
O=C(CC12CC3CC(CC(C3)C1)C2)OCC(=O)c1ccc2c(c1)OCO2	-7%	24%
CCn1c(=O)c2ccccc2n(CC(=O)Nc2cccc3cccnc23)c1=O	-4%	-8%
COc1ccc(OC)c(CNc2ncnc3c2nc2n3CCCC2)c1	4%	-4%

The list itself, repeating the preview:
SMILES	UDG counter	AID inh
O=C(CC12CC3CC(CC(C3)C1)C2)OCC(=O)c1ccc2c(c1)OCO2	-7%	24%
CCn1c(=O)c2ccccc2n(CC(=O)Nc2cccc3cccnc23)c1=O	-4%	-8%
COc1ccc(OC)c(CNc2ncnc3c2nc2n3CCCC2)c1	4%	-4%
CCOc1ccc(NC(=O)CC2C(=O)N(c3ccccc3)C(=O)N2Cc2cccc(OC)c2)cc1 (stereo not given)	3%[57.5 µM]	3%
COc1ccc(CC(=O)Nc2sc3c(c2C(=O)Nc2cccc(C)c2)CCCCC3)cc1	-5%	13%
CCOC(=O)c1c(C)c(-c2ccccc2)n(CC(=O)Nc2cccc(F)c2)c1C	-3%	12%
Cc1ccc(CNC(=O)c2c(-c3ccccc3Cl)noc2C)o1	0%	4%
CC(NC(=O)Cn1nnn(-c2ccccc2)c1=O)c1ccccc1 (stereo not given)	1%	3%
COc1ccc(C)cc1-n1nnnc1SCc1nc(C(C)C)no1	?	-6%
Cc1csc(/C(C#N)=C\c2ccc(COc3ccc(Cl)cc3Cl)o2)n1	-7%	19%
COc1cc(C2NC(=O)c3c(sc4c3CCN(C)C4)N2)cc(OC)c1OC (stereo not given)	-7%[57.5 µM]	79%[activator][57.5 µM]
CC(C)c1ccc(NC(=O)C(Cc2ccccc2)NS(=O)(=O)c2ccc3c(c2)CCC(=O)N3)cc1 (stereo not given)	-2%	-2%
Cc1ccc(NC(=O)Cn2c(=O)c3ccc(Cl)cc3n3nncc23)cc1	-8%	-8%
Cn1c(=O)c2c(ncn2CC(=O)OCc2cccc3ccccc23)n(C)c1=O	-4%	-3%
Cn1ccnc1COc1ccc(CSc2nnnn2C(C)(C)C)cc1	-10%	-8%
CCOC(=O)N1CCC2(CC1)OC(=O)C(C)=C2C(=O)NCc1ccc(C)cc1	-12%	4%
C=CC(=O)OCCSc1nc(N2CCOCC2)nc(N2CCOCC2)n1	0%	-13%
Cc1ccc(NC(=O)CN(c2ccccc2)S(=O)(=O)N(C)C)cc1Cl	5%	-24%
CC(Sc1ccc(C(C)(C)C)cc1)C(=O)NC(C)(C)C (stereo not given)	-4%	-5%
COc1cc(C(C)=O)ccc1OCCOc1ccc(F)cc1	-9%	-8%
CC1(C(=O)NC2CCCCC2)Cn2nc(-c3ccco3)cc2C(=O)N1c1ccccc1F (stereo not given)	2%	-3%
CCOc1ccc2nc(Cl)c(C3CC(c4ccc(C)cc4)=NN3C(=O)CCCC(=O)O)cc2c1 (stereo not given)	-7%	4%
CCOc1ccc(NC(=O)c2sc3nc4c(cc3c2N)CCCCCC4)cc1	-6%	-7%
COC(=O)CCOc1ccc(S(=O)(=O)Nc2c(F)cccc2F)cc1	0%	-2%
O=C(NCCc1ccccn1)C1CC=CCC1 (stereo not given)	-3%	0%
COc1cccc(CN2C(=O)c3ccccc3C2C(=O)NCCc2ccccc2)c1 (stereo not given)	0%[57.5 µM]	-7%
Cc1ccc(CCNC(=O)CCS(=O)(=O)c2cc3c(cc2C)NC(=O)CO3)cc1	3%	11%
CC(NCC(=O)NC1(C#N)CCCCC1)c1ccc(Cl)cc1Cl (stereo not given)	-7%	-8%
CCc1ccc(NC(=O)Cn2c(=O)n(-c3cccc(OC)c3)c(=O)c3c(C)c(C(=O)N(C)C)sc32)cc1	0%[57.5 µM]	2%
CCCCCNC(=O)COC(=O)c1cc2c(C)cc(C)cc2[nH]1	-3%	0%
CCc1ccc(C2C(C#N)=C(N)N(N3CCOCC3)C3=C2C(=O)CC(C)(C)C3)cc1 (stereo not given)	2%	-7%
CCN(CC)S(=O)(=O)c1ccc(Sc2nnc(C)s2)nc1	6%	3%
Cc1nn(CC(=O)NCc2ccccc2Br)c(=O)c2cc3occc3n12	-6%	-15%
COc1cccc(C2CC(=O)N(c3cccc(C(F)(F)F)c3)C3=C2C(=O)OC3)c1OC (stereo not given)	1%	-4%
CSc1ccc(CCNC(=O)CN2C(=O)COc3ccc(S(=O)(=O)N4CCCCCC4)cc32)cc1	3%	-22%
Cc1ccc2[nH]c(C(=O)NCc3ccc(C(=O)N4CCN(C)CC4)cc3)cc2c1	7%	84%[activator]
COc1ccc(C2=CC(c3ccccc3Cl)n3nc(-c4ccc(C)cc4)nc3N2)cc1 (stereo not given)	-3%	50%[activator]
COc1cccc(CN2CCc3nc(N4CCN(c5ncccn5)CC4)ncc3C2)c1	-1%	-28%
O=C(O)c1ccccc1SCc1cn2ccccc2n1	15%	2%
COc1cc2nc(N(C)CCCNC(=O)C3CCCO3)nc(N)c2cc1OC (stereo not given)	3%	6%
Cc1ccc(NS(=O)(=O)c2ccc(C(=O)N(C)Cc3ccccc3)cc2)cc1C	-2%	-2%
Cc1cnc(C(=O)OC(C)C(=O)c2ccc(C(C)(C)C)cc2)cn1 (stereo not given)	-1%	9%
CC1=C(C(=O)Nc2ccc(Cl)cc2)C(C(C)C)n2nc(SCc3ccc(Cl)cc3)nc2N1 (stereo not given)	-12%	10%
O=C(Oc1ccc(Br)cc1)c1cnccn1	-4%	21%
Cc1cccc(NC(=O)c2nc3ccccc3nc2N2CCOCC2)c1	-14%	-1%
Cc1cc(C)c2oc(C(=O)Nc3c(C(=O)c4ccc(F)cc4)oc4ccccc34)cc(=O)c2c1	?	8%
CS(=O)(=O)CCC(C(=O)NC1CCN(Cc2ccccc2)CC1)N1Cc2ccccc2C1=O (stereo not given)	9%	7%
COC(=O)c1ccc(S(=O)(=O)N2CCCC2c2cccn2C)cc1 (stereo not given)	3%	-1%
Cc1ccc(NS(=O)(=O)c2ccc(N/N=C3/CCSC3)c([N+](=O)[O-])c2)c(C)c1	-21%	-14%
O=C(N/N=C\c1cccs1)c1ccccn1	3%	-2%
CCCN(CCC)CC(=O)Nc1sc2c(c1C(=O)Nc1ccc(OC)cc1)CCC2	10%	-5%
Cc1cc(C)cc(NC(=O)Cn2c(C)cc(C)c(C#N)c2=O)c1	-10%	?
CCOc1ccc(OCC)c(NC(=O)Cn2nc(CC)n3c(cc4sccc43)c2=O)c1	-3%	-7%
CC1(C)C2CC=C(/C=N/NC(N)=S)C1C2 (stereo not given)	-10%	-8%
Cc1ccc(Cl)cc1-n1ncc2c(NC3CCCCCC3)ncnc21	-13%&-22%	?
O=C(O)c1ccc2c(c1)OCCOCCOCCOCCO2	-5%	-4%
CC(=O)c1ccc(NC(=O)C(C)OC(=O)c2ccccc2-n2cnnn2)cc1 (stereo not given)	-1%	4%
CCCCCCCCCCCCSCC(=O)O	1%	?
COc1cc(/C=C(/C#N)c2ccccn2)c2c(c1)CC(C)O2 (stereo not given)	-3%	-12%
O=C(Nc1cccc(C(=O)Nc2ccc(S(=O)(=O)O)c3cc(S(=O)(=O)O)cc(S(=O)(=O)O)c23)c1)Nc1cccc(C(=O)Nc2ccc(S(=O)(=O)O)c3cc(S(=O)(=O)O)cc(S(=O)(=O)O)c23)c1	-8%	50µM*

A second format for part of the listing above:
| structure | UDG counter | AID inh |
| --- | --- | --- |
| O=C(N/N=C\c1cccs1)c1ccccn1 | 3% | -2% |
| CCCN(CCC)CC(=O)Nc1sc2c(c1C(=O)Nc1ccc(OC)cc1)CCC2 | 10% | -5% |
| Cc1cc(C)cc(NC(=O)Cn2c(C)cc(C)c(C#N)c2=O)c1 | -10% | ? |
| CCOc1ccc(OCC)c(NC(=O)Cn2nc(CC)n3c(cc4sccc43)c2=O)c1 | -3% | -7% |
| CC1(C)C2CC=C(/C=N/NC(N)=S)C1C2 (stereo not given) | -10% | -8% |
| Cc1ccc(Cl)cc1-n1ncc2c(NC3CCCCCC3)ncnc21 | -13%&-22% | ? |

Further records:
SMILES	UDG counter	AID inh
COc1cccc(N2CCN(S(=O)(=O)c3ccc4c(c3)CCCN4C(C)=O)CC2)c1	4%	-3%
CCc1ccc(S(=O)(=O)Nc2cc3c(cc2C)n(C)c(=O)c(=O)n3C)cc1	7%	3%
CCc1cccc(C)c1NC(=O)C(CC)n1ncn2c(cc3cc(C)ccc32)c1=O (stereo not given)	2%	12%
O=C(NC1CCCC(C(F)(F)F)C1)c1ccc(CN2CCCCC2)cc1 (stereo not given)	-1%	-4%
CC(C)c1ccc(NC(=O)CSc2nc3c(=O)[nH]cnc3n2CC2CCCO2)cc1 (stereo not given)	-18%	-13%
CCc1ccc(NC(=O)CSC2=Nc3ccccc3C3=NC(CCC(=O)NCCc4ccccc4)C(=O)N23)cc1 (stereo not given)	7%	-8%
COCCn1c(N2CCCC(C)C2)nc2c1c(=O)[nH]c(=O)n2C (stereo not given)	3%	-12%
CCc1ccccc1NC(=O)Cn1ncc2c(C)n(Cc3ccccc3F)c(C)c2c1=O	17%	-3%
CCCC(=O)N(c1ccc2oc3c(c2c1)CCCC3)S(=O)(=O)c1cc(C)ccc1C	-3%	-22%
Cn1c(-n2cccc2)c(-c2c(-c3ccccc3)[nH]c3c2c(=O)n(C)c(=O)n3C)c(=O)n(C)c1=O	10%	25%
CN(C)CCn1c2c(c(SCC(=O)Nc3ccc(F)cc3F)nc1=O)CCC2	1%	36%[activator]
COc1cccc(CNC(=O)C2CCN(c3nc4ccc(Cl)cc4[nH]3)CC2)c1	?	8%
Cc1c(-c2nc(-c3ccccc3)no2)nnn1-c1ccc(F)c(Cl)c1	0%	7%
CN(Cc1ccc2c(c1)OCO2)C(=O)c1nn(-c2ccccc2)c(=O)c2ccccc12	6%	0%
CC(NS(=O)(=O)c1cc(F)cc(F)c1)C(=O)N1CCCC1 (stereo not given)	3%	1%
Cc1cccc(NC(=O)Cn2c(=O)n(Cc3ccccc3)c(=O)c3oc4ccccc4c32)c1C	4%	0%
CCOC(=O)c1cc(-c2ccccc2)nn1Cc1ccccc1	7%	10%
CC1CCCCC12CCc1cc3c4c(c(=O)oc3cc1O2)CCCC4 (stereo not given)	2%	-3%
Cc1ccc2oc(-c3ccc(NC(=O)CCC(=O)O)cc3)nc2c1	6%	-4%
CC1Cc2cc(S(=O)(=O)CCC(=O)NCc3ccccc3Cl)ccc2N1C(=O)C1CC1 (stereo not given)	3%[57.5 µM]	0%

AID inh: what is marked active above
Molecule	AID inh
O=C(Nc1cccc(C(=O)Nc2ccc(S(=O)(=O)O)c3cc(S(=O)(=O)O)cc(S(=O)(=O)O)c23)c1)Nc1cccc(C(=O)Nc2ccc(S(=O)(=O)O)c3cc(S(=O)(=O)O)cc(S(=O)(=O)O)c23)c1	50µM*

Remaining list, next part
SMILES	UDG counter	AID inh
O=C(COc1cccc(F)c1)Nc1cccc2cccnc12	-11%	6%
Cn1c(=O)[nH]c(=O)c2c1nc(N1CCOCC1)n2CC(O)COc1ccc(Cl)cc1 (stereo not given)	16%	-12%
CC1=C(c2ccc(C(C)C)cc2)S(=O)(=O)NC1=NCc1ccccc1C	-4%[57.5 µM]	8%
CCc1ccccc1N(C)C(=O)c1ccc2c(=O)n3c(nc2c1)CCCCC3	-10%	-23%
C/C=C(\C)C(=O)O[C@@H]1Cc2c(ccc3ccc(=O)oc23)OC1(C)C	-2%	-7%
Cc1ccc2c(c1)c(=O)c1ccccc1n2CCCC(=O)Nc1c(F)cccc1F	-13%[57.5 µM]	-27%[57.5 µM]
CCC(CC)C(=O)N1CCc2cc(OC)c(OC)cc2C1COc1ccc2c(C)cc(=O)oc2c1 (stereo not given)	-2%	?
CCCC1=C(C(=O)OCC)C(c2ccccc2C)C(C#N)=C(N)O1 (stereo not given)	-12%	-11%
COc1cccc(CNc2nccn(-c3ccc(OC)c(OC)c3)c2=O)c1	43%[activator]	1%
CCSc1nc(N)c2c3c(sc2n1)CCCC3C (stereo not given)	-7%	-18%
Cc1cccn2c(=O)cc(COc3cccc(NC(=O)c4cccc(Cl)c4)c3)nc12	0%	4%
O=c1c2c(-c3cccs3)csc2nc(CN2CCOCC2)n1CCOc1ccccc1Cl	1%	-1%
CC1CCN(c2nc3c(c(=O)n(C)c(=O)n3C)n2Cc2cccc(C(F)(F)F)c2)CC1	-9%	-26%
N#CC1(NC(=O)COc2cccc(C(F)(F)F)c2)CCCC1	4%	2%
Cc1ccc(C)c(Cn2c(=O)n(CCc3ccccc3)c(=O)c3c(C)c(C)sc32)c1	9%	-7%
CCc1ccc(-c2cc3c(N4CCN(c5ccccc5)CC4)nccn3n2)cc1	-21%	-6%
Oc1ccccc1C=Nc1ccc(C23CC4CC(CC(c5ccccc5)(C4)C2)C3)cc1	-1%	-16%
